Hck Nef HTS – inhibitors of Nef-activated human Hck kinase, primary screen, biochemical, Z-Lyte FRET, 384-well, Hck-YEEI; 220,000 tested, 0.68% active; Tyrosine-protein kinase HCK (Homo sapiens), P08631; AID 463187, 2010; inhibition, % at 20 µM; Recombinant Hck-YEEI plus Nef, Z-Lyte FRET kinase assay;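 active means Hck-Nef kinase inhibition above about 50%, limit read from the data; inactive means inhibition below that limit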;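 further: 0% = DMSO with Hck plus Nef and 100% = Hck alone without Nef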
hK5 inh – human KLK5 protease inhibitors, primary screen, biochemical, 1536-well | Kallikrein-5 (Homo sapiens), Q9Y337 | recombinant hK5, fluorogenic AMC substrate cleavage | inhibition, % at 5 µM | 210,000 tested, 0.59% active | AID 873, 2007;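 active means inhibition of 40% or more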;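 further: 0% = enzyme controls without compound and 100% = no-enzyme blanks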
Target sequence (Q9Y337 67-293 limits assumed): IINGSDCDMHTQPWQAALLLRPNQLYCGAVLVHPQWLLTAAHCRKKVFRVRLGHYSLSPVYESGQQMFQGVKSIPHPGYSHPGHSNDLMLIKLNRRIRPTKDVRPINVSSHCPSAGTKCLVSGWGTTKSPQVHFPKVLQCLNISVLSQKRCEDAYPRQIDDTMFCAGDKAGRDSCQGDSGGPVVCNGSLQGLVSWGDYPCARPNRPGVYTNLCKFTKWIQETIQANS
thrombin 1536 – human alpha-thrombin inhibitors, primary screen, counter-screen for coagulation protease inhibitor project, biochemical, 1536-well, fluorogenic AMC substrate; AID 1046, 2008; Boc-VPR-AMC fluorogenic substrate cleavage; 220,000 tested, 0.26% active; Prothrombin (Homo sapiens), P00734; inhibition, % at 5 µM;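 active means inhibition at or above 40%; inactive means inhibition below 40%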;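 further: 0% = enzyme with no compound and 100% = wells without enzyme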
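Material: human alpha-thrombin protein. Incubation: reaction at ambient temperature. Technique: fluorescence of released AMC, ex 355 nm, em 460 nm. Control set: no-compound enzyme wells and no-enzyme blanks. Also added: Boc-VPR-AMC substrate, 15 µM final. Buffer or medium: pH 7.5 Tris (50 mM) with NaCl 150 mM, Tween 20 0.05%.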
14-3-3 Bad inh – inhibitors of 14-3-3 zeta/Bad binding, primary screen, biochemical, TR-FRET, bovine 14-3-3 zeta; TR-FRET 14-3-3zeta/Dy647-pBad peptide displacement, 1 h; inhibition, % at 21.7 µM; 220,000 tested, 0.71% active; AID 781, 2007;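 active means inhibition above about 70%, limit read from the data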;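 further: 0% = full 14-3-3 plus peptide FRET controls and 100% = background without 14-3-3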
Target sequence (P63103 whole entry, looked up): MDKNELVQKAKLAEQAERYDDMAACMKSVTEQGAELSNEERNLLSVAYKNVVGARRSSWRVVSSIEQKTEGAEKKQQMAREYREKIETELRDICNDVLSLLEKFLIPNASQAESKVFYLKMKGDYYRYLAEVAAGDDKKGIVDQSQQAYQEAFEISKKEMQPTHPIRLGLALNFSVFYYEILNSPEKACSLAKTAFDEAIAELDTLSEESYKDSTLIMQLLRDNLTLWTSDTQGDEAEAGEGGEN
FXIa inh 1536 – human FXIa protease inhibitors, primary screen, biochemical, 1536-well; purified FXIa, Boc-Glu-Ala-Arg-AMC fluorogenic substrate; AID 798, 2007; inhibition, % at 5 µM; Coagulation factor XI (Homo sapiens), P03951; 220,000 tested, 0.14% active;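 active means inhibition of at least 40%; inactive means inhibition below 40%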;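 further: fluorescence of freed AMC excited at 355 nm; 0% = enzyme without compound and 100% = no enzyme blank; many of its hits are not listed in these tables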
Runt-CBFb FRET – inhibitors of RUNX1 Runt–CBFb binding, primary screen, biochemical, FRET, Cerulean-Runt, Venus-CBFb, uHTS; Cerulean-Runt/Venus-CBFb FRET ratio 530/480, 1 h; Runt-related transcription factor 1 (Homo sapiens) + Core-binding factor subunit beta …; 220,000 tested, 0.46% active; inhibition, % at 20 µM; AID 1496, 2009;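 active means inhibition over about 50% at 20 µM in the single-dose screen, limit read from the data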;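 further: 0% = DMSO wells and 100% = excess unlabeled CBFb competitor control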
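Assay system: Cerulean-Runt domain / Medium: Tris 50 mM pH 7.5, KCl, K2SO4, 0.01% BSA / Timing: protein complex preformed 1 h, compound exposure 1 h, room temperature, dark / Measured by: FRET, excitation 422 nm, emission at 530 and 480 nm / Evaluation: loss of energy transfer signal / Control set: 5 µM unlabeled CBFb as full-inhibition high control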
FXIIa inh – human FXIIa protease inhibitors, primary screen, biochemical, 1536-well; 220,000 tested, 0.3% active; inhibition, % at 5 µM; purified FXIIa, Boc-QGR-AMC fluorogenic substrate, 2 h; in the data active means inhibition above about 40%;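 further: 0% = enzyme with no compound and 100% = blank without enzyme; many of its hits are not listed in these tables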
Target sequence (P00748 20-372 limits assumed): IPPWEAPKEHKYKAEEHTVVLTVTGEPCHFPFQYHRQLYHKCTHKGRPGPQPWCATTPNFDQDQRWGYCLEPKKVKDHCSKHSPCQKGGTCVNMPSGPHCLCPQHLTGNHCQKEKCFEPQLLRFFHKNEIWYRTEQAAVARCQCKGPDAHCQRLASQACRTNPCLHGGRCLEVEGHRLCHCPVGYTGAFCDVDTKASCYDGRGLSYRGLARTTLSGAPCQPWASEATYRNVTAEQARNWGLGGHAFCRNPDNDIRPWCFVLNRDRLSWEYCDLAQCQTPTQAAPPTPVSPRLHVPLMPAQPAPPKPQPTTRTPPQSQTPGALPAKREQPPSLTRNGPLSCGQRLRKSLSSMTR
Target sequence (P00748 373-615 limits assumed): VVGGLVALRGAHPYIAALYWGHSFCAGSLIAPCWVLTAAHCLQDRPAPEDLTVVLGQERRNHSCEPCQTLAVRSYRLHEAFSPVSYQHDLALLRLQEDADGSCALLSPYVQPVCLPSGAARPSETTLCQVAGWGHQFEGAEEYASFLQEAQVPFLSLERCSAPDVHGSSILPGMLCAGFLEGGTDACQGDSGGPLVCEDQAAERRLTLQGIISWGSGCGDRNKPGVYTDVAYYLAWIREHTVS
Wee1 degr inh – Wee1 degradation inhibitors, primary screen, cell-based, HeLa, Wee1K328M-luciferase, luminescence. Wee1-like protein kinase (Homo sapiens), P30291. HeLa Luc-Wee1K328M stability; 100% = proteasome inhibitor MG132 effect. reporter increase, % at 5 µM. 220,000 tested, 1.2% active. AID 1321, 2008;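 active means activation above the mean of all tested compounds plus 3 SD, set per screening run, cut at about 8.8% in these data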;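 further: cells exposed to compound for 20 h before luminescence read; 0% = DMSO alone and 100% = MG132 at 30 µM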
Runt-SMMHC FRET – inhibitors of RUNX1 Runt–CBFb-SMMHC binding, primary screen, biochemical, FRET, Cerulean-Runt, Venus-CBFb-SMMHC, uHTS. inhibition, % at 20 µM. 220,000 tested, 0.74% active. Cerulean-Runt/Venus-CBFb-SMMHC FRET ratio 530/480, 1 h. Runt-related transcription factor 1 (Homo sapiens) + Core-binding factor subunit beta …;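 active means mean inhibition across duplicate retests at 20 µM reaching about 50%, limit read from the data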;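 further: 0% = DMSO wells and 100% = wells with excess untagged CBFb-SMMHC; inhibitors lower the FRET ratio by blocking Runt binding to CBFb-SMMHC; some results filed as inactive read as strong as hits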
* = called active by the depositor; . = no result given; [ ] = remark or other dose.

compound	Hck Nef HTS	hK5 inh	thrombin 1536	14-3-3 Bad inh	FXIa inh 1536	Runt-CBFb FRET	FXIIa inh	Wee1 degr inh	Runt-SMMHC FRET
CCc1cccc(Nc2cc(C)nc3ncnn23)c1	-4.6	-8.7	1.9	-1.3	1.8	-0.1	4.7	-0.1	2.3
Oc1ccccc1-c1nc2ccccc2nc1-c1ccccc1	20.2	0.7	-3.4	1.6	-1.6	2.2	6.5	-0.6	-2.7
O=C(O)CCC(=O)Nc1ccc(S(=O)(=O)Nc2nccs2)cc1	-4.0	-4.1	.	1.7	4.5	-0.3	8.9	8.6	2.6
CC(/C=C/C=C/c1ccccc1)=N/NC(=O)c1ccc2c(c1)OCCO2	7.6	16.9	-6.0	2.8	-0.7	-1.2	4.6	11.3*	-2.7
CNCCOc1ccccc1OC(C)C	-12.8	-13.9	2.3	3.0	-1.0	-0.4	-3.4	-1.4	2.7
O=C(Nc1ccccc1)Nc1ccccc1C(=O)NCC1CC1	7.6	1.1	-1.7	-5.5	10.4	-1.3	7.7	1.6	0.6
COc1ccc(CNC(=O)c2ccc3c(c2)NC(=O)C(C)S3)cc1 (stereo not drawn)	20.2	-1.4	-8.9	-16.2	0.8	14.6	1.6	0.1	-3.2
Brc1cc(Cc2nnc(-c3ccccc3)o2)c(Br)s1	5.7	19.2	1.7	3.0	-10.6	0.0	4.3	1.3	-8.4
CC[C@H](C)[C@H](NC(N)=O)C(=O)Nc1ccc(S(=O)(=O)NC(C)C)cc1	30.9	2.5	4.2	9.9	1.2	0.9	6.4	-3.3	0.8
Cn1nnnc1SCC(=O)NCc1cccs1	-6.1	-17.9	-5.5	1.3[fluorescence artefact?]	-1.9	0.8	7.2	1.7	0.2
N#Cc1cn(CC(=O)N2CCc3ccccc3C2)c2ccccc12	8.9	-0.2	3.9	-7.9	5.2	-1.1	11.1	1.1	-6.0
CC1(c2ccc(Cl)cc2)NC(=O)N(CC(=O)NCc2cccs2)C1=O (stereo not drawn)	3.1	-22.1	-6.5	-14.8[fluorescence artefact?]	-0.7	-1.2	5.5	-2.0	-2.4
CCOC(=O)c1cccc(NC(=O)/C(=C\c2ccccc2)NC(=O)c2ccccc2Cl)c1	2.3	-3.0	-2.4	-4.2	-6.4	-0.9	3.6	2.5	-4.8
CCn1cc(C(=O)NCc2ccco2)c(=O)c2cc(S(=O)(=O)N3CC(C)CC(C)C3)ccc21 (stereo not drawn)	0.2	-3.1	4.9	-0.3[fluorescence artefact?]	6.9	-7.7	27.3	-1.1	-9.8
CCN(C(=O)COC(=O)/C=C/c1ccccc1[N+](=O)[O-])C1CCS(=O)(=O)C1 (stereo not drawn)	17.6	-1.2	-23.1	-5.7	-5.6	1.5	10.0	-1.1	1.0
O=C(NC(C(=O)c1ccccc1)N1CCCCCC1)c1ccco1 (stereo not drawn)	-0.1	-5.4	-13.3	2.0	3.3	0.4	11.1	0.9	3.8
CCCC1CCc2c(c3ccccc3[nH]c2=O)O1 (stereo not drawn)	3.3	-17.6	-7.1	-8.8	4.7	-3.7	20.9	4.2	-2.0
CCCCNC(=O)c1onc(CSc2cccc3ccccc23)c1C(=O)O	1.0	-18.8	-6.2	13.1	-2.0	-0.2	7.9	-2.0	1.4
Cc1ccnc(NC(=O)CCC(=O)N(CC(=O)NC2CCCCC2)c2cccc(C)c2C)c1	0.9	8.8	-4.7	2.8	-1.3	-6.4	5.1	3.0	2.2
Nc1c(S(=O)(=O)c2cccs2)c2nc3ccccc3nc2n1/N=C/c1cccc(O)c1	1.4	-40.3	2.3	-5.4[fluorescence artefact?]	8.5	0.5	12.6	-3.0	-1.9
Cc1cccc(C(=O)Oc2coc(CSc3nnc(NC(=O)C4CC4)s3)cc2=O)c1	4.2	-4.5	-2.4	-13.1[fluorescence artefact?]	6.1	-1.3	23.8	3.6	1.6
CC(=O)c1cnc(N2CCCCC2)nc1C	-6.5	0.7	-3.7	-4.5	-4.4	0.7	5.1	0.1	1.7
O=c1oc2cc(OCc3ccc([N+](=O)[O-])cc3)ccc2c2c1CCCC2	0.7	-5.8	-9.9	-3.0	-3.1	2.0	18.1	2.6	-1.7
CCOc1ccc(NC(=O)CC2C(=O)N(C)C(=S)N2CCCc2ccccc2)cc1 (stereo not drawn)	3.5	-5.5	3.2	-15.7	7.6	-1.8	17.3	0.5	1.0
N#Cc1c(-c2ccc(Br)cc2)cc(-c2cccnc2)nc1N	7.9	-16.6	-0.7	-56.8	4.5	-5.8	6.2	-0.9	3.9

Further structures follow.
compound	Hck Nef HTS	hK5 inh	thrombin 1536	14-3-3 Bad inh	FXIa inh 1536	Runt-CBFb FRET	FXIIa inh	Wee1 degr inh	Runt-SMMHC FRET
CN(c1ccccc1)c1nc(N)c([N+](=O)[O-])c(NCc2ccccc2)n1	11.0	-2.9	-7.8	-1.7	-1.8	0.8	3.4	-2.6	0.4
CC(C)CC(=O)OCc1cn(-c2ccccc2)nn1	1.6	4.4	-0.2	-8.6	7.3	-1.3	1.6	-1.0	0.1
COCCCn1c(SCC(=O)NC(C)(C)C)nnc1-c1ccccc1	-0.1	-11.2	-3.8	0.6	-14.4	-0.2	-11.5	-3.2	-8.2
O=C(/C=C/c1ccccc1)NNC(=O)C1CC1	-0.7	-18.5	4.2	-5.7	0.0	2.3	19.9	-1.0	4.3
COc1ccc(OC)c(/C=N/NC(=O)c2cnccn2)c1	11.7	-7.1	-4.7	-0.6	2.4	-1.7	3.4	-0.1	0.3
N#CC(C#N)=C(N)Nc1cccc(Cl)c1	-7.8	17.3	-0.1	2.9	8.0	-0.9	9.2	2.3	0.1
Cc1ccc(-c2csc(Nc3ccc(S(N)(=O)=O)cc3)n2)o1	14.6	3.1	5.3	-4.7	0.3	27.3	14.8	-0.2	35.2
CCCCCOC(=O)c1cc(=O)[nH]c2ccccc12	1.2	6.2	6.0	-2.1	0.3	-3.3	8.6	-1.0	2.1
COc1cccc(-c2nc(-c3ccc4c(c3)-c3ccccc3S4(=O)=O)c(-c3ccccc3)[nH]2)c1OC	-9.6	-11.8	0.9	6.7[fluorescence artefact?]	7.9	-11.3	9.3	-0.6	.
CCCCN(CCCC)c1nc2ccccc2nc1C(C#N)C(=O)NCCCOC (stereo not drawn)	-1.8	-10.6	-7.1	-8.4[fluorescence artefact?]	-6.0	3.0	5.2	-2.5	25.7
COc1cnc(SCc2ccc(Cl)c(Cl)c2)nc1Cl	-0.1	-8.8	-3.5	7.3	-4.5	-1.5	5.5	-0.7	-3.7
S=C(NCc1ccco1)Nc1ccc2c(c1)OCCO2	23.4	-5.7	2.3	-11.6	-1.6	8.5	8.0	-2.5	-3.2
CC(=O)NCC1CCCN(c2nc3nonc3nc2N(C)Cc2ccccc2)C1 (stereo not drawn)	16.2	-1.8	-4.6	-4.6	-2.4	-3.3	3.3	0.7	-1.2
CNc1nc(-c2ccccc2)cc(C(F)(F)F)c1C#N	68.1*	-60.7	-10.1	-2.8	-11.1	24.3	-11.6	-1.3	118.8
CCOC(=O)CNc1nc(Cl)nc(Nc2ccc(C)cc2)n1	-1.1	0.8	-5.8	4.8	0.2	-1.6	11.4	-2.1	-1.2
CCCCN1CC2([N+](=O)[O-])C=CC(=O)C([N+](=O)[O-])(C1)C2CC(=O)c1ccccc1 (stereo not drawn)	1.7	-2.9	-9.9	-1.0	-0.3	1.9	12.3	0.2	-0.8
COc1ccc(C(=O)NCCn2cc(SCC(=O)Nc3nnc(C)s3)c3ccccc32)cc1	9.2	-5.0	4.4	12.0	8.8	.	17.0	1.6	.
O=C1C2C3CCC(C3NCc3ccccc3)C2C(=O)N1Cc1ccccc1 (stereo not drawn)	1.0	-12.5	2.5	-9.2	8.3	-2.1	6.4	-3.1	-5.9
Nc1ccc(C(=O)NCC2(c3ccccc3)CCCC2)cc1	15.9	-0.4	-0.7	-1.4	1.1	-1.8	5.3	1.4	1.4
Cn1c(=O)c2c(ncn2CC(=O)N2CCOCC2)n(C)c1=O	2.6	-3.8	-2.9	-9.9	-8.6	-0.1	3.5	-0.1	0.1
OC(c1ccc(Cl)cc1)C(O)c1nc2ccccc2[nH]1 (stereo not drawn)	2.0	-23.2	-17.2	9.4[fluorescence artefact?]	14.2	2.8	11.5	-0.5	-2.3
Cc1ccc2c(c1)[nH]c1c(=O)n(CCN3CCCCC3)cnc12	2.5	-8.2	0.9	2.2	5.7	-0.4	18.4	0.0	3.3
CCOC(=O)C1=C(C)N(c2ccc(OC)cc2)C(=O)/C1=C\c1cccs1	-1.5	8.6	17.4	18.7	9.2	-2.8	2.9	4.3	-3.6
COc1ccc(C(=O)NC(Cc2ccccc2)c2ccc3c(c2)OCCCO3)cc1 (stereo not drawn)	3.0	2.5	-3.7	4.1	-1.0	1.0	10.2	0.8	0.4
O=S(=O)(NCc1ccncc1)c1ccccc1	3.6	1.9	4.0	-0.9	3.9	1.0	18.3	2.9	1.3

(further entries)
compound	Hck Nef HTS	hK5 inh	thrombin 1536	14-3-3 Bad inh	FXIa inh 1536	Runt-CBFb FRET	FXIIa inh	Wee1 degr inh	Runt-SMMHC FRET
CCOC(=O)c1c(N)n(-c2ccc(N)cc2)c2nc3ccccc3nc12	-5.1	-8.8	-1.4	8.8	4.7	1.0	9.1	-1.5	5.9
O=C(NC(=S)Nc1ccc(CN2CCCCC2)cc1)c1cccc(OCc2ccccc2)c1	12.9	.	1.0	-3.8	2.0	-1.0	15.5	0.6	2.2
O=C(O)CCC(=O)Nc1ccc(Br)cc1C(=O)c1ccccc1	6.3	1.9	-7.0	-3.6	-0.8	0.9	3.8	5.6	1.3
CCOc1ccc(C(=O)N/N=C/c2ccccc2[N+](=O)[O-])cc1	4.7	-11.3	2.4	8.4	0.8	2.0	5.1	4.4	1.3
COC(=O)Cc1ccc(NC(=O)c2ccccc2Br)cc1	-30.8	2.8	-6.8	2.4	-5.6	0.1	.	0.1	-0.7
Cc1ccc(Nc2nc(-c3cccnc3)nc3ccccc23)cc1	15.2	17.8	5.4	-2.7	26.2	-1.6	36.3	1.4	1.1
Cc1cc(C)c(OCC(=O)Nc2nnn(C)n2)c(Br)c1	-1.0	-36.4	-9.0	14.2	0.5	-3.3	-1.1	-1.8	1.4

High-throughput results deposited in PubChem BioAssay by several laboratories.
